DAX1 inh-1: inhibitors of DAX1 repression of SF-1 activated StAR promoter | AID 652010 | inhibition, % at 6.8 µM | actives 1.1% (n = 370,000) | HEK293T StAR-luciferase reporter, SF-1/DAX-1 repression relief;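 active = inhibition above the mean over all tested compounds plus 3 SD, cut at about 3.6% in these data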;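 note: 0% = DAX-1 cells with DMSO and 100% = cells lacking DAX-1 with DMSO; higher inhibition means more luminescence from relief of DAX-1 repression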
hgDAF12 agonist: agonists of H. glycines DAF-12 nuclear receptor; HEK293 GAL4-hgDAF12 UAS-luciferase reporter, agonist luminescence; normalized to butyrate control; activation, % at 6.8 µM; AID 687014; actives 1.8% (n = 370,000);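 active = activation above a cutoff set at the mean of all screened compounds plus 3 SD, cut at about 10% in these data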;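 note: 0% = DMSO wells and 100% = sodium butyrate wells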
GC-B act: GC-B (human) receptor activation | P20594 | HEK293-GC-B cells, CNP EC30, cGMP TR-FRET; 0% at EC30 CNP, 100% saturating CNP | activation, % at 10 µM | actives 0.11% (n = 370,000) | AID 1920062;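 active = activation at 10 µM reaching about 35% in either raw or pattern-adjusted values, limit read from the data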
Target sequence (P20594 whole entry, looked up): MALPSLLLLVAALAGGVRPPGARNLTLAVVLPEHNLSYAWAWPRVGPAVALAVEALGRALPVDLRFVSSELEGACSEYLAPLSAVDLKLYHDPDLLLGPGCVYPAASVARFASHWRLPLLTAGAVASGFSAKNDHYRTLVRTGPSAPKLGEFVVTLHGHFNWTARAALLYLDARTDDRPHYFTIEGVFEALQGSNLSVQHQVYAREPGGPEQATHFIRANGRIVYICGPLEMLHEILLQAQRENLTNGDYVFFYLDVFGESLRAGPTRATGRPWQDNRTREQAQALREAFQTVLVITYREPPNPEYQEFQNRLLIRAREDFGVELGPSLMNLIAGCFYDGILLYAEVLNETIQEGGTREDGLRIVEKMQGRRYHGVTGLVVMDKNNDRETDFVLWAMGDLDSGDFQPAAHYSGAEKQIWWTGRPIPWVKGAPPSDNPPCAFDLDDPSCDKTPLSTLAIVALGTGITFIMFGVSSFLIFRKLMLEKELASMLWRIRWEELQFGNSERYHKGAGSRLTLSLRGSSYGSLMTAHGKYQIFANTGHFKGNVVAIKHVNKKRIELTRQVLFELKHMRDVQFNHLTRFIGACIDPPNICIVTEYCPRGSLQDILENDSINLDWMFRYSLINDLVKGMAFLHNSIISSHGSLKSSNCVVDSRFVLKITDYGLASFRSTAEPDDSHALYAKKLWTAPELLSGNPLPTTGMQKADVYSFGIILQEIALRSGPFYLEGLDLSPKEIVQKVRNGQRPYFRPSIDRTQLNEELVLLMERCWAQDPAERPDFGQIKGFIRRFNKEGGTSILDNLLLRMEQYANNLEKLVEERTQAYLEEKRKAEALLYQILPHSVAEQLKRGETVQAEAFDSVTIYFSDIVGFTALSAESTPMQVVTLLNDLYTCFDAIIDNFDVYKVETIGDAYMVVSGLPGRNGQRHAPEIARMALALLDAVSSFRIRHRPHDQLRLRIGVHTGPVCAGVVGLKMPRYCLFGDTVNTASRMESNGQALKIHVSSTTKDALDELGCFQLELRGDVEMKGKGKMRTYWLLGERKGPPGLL
FXN GAA850 act: activators of GAA850 frataxin (FXN) promoter; actives 0.56% (n = 360,000); HEK293 lucGAA850 FXN promoter luciferase reporter, 24 h; percent of 10 µM SAHA response; activation, % at 6 µM; AID 540364;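 active = activation above the average of all compounds screened plus 3 SD, cutoff fixed separately per campaign, cut at about 7.5% in these data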;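 note: 0% = DMSO wells and 100% = 10 µM SAHA wells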
proKLK7 act: activators of human kallikrein-7 zymogen. purified proKLK7, EDANS-DABCYL substrate fluorescence; 100% is mature enzyme control, 0% vehicle. activation, % at 7 µM. actives 0.9% (n = 370,000);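 active = activation above the mean of all tested compounds plus 3 SD, computed per campaign excluding outliers beyond control limits, cut at about 13% in these data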
DAX1 inh-2: inhibitors of human orphan nuclear receptor DAX1 (NR0B1); P51843; HEK293 Gal4-DAX1 luciferase reporter, luminescence; inhibition, % at 6.75 µM; actives 0.99% (n = 340,000); AID 504766;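 active = inhibition above the mean over all tested compounds plus 3 SD, cut at about 4.2% in these data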;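 note: 0% = DAX1-transfected cells with DMSO and 100% = empty-vector control cells with DMSO; inhibition shows as a rise in luminescence from relieved DAX1 repression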
hcDAF12 agonist: activators of H. contortus DAF-12 nuclear receptor; actives 1.4% (n = 370,000); HEK293 hcDAF-12 lit1-tk-luc reporter, luminescence; 0% DMSO, 100% Δ7-dafachronic acid; activation, % at 6.8 µM; AID 652067;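 active = activation above the mean of all tested compounds plus 3 SD, cut at about 5.5% in these data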;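 note: 100% = response to 3 µM Δ7-dafachronic acid high control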
sPLA2-III inh: Inhibits HGIII-sPLA2 liposome hydrolysis, primary screen | inhibition, % at 12.2 µM | actives 0.56% (n = 370,000) | QFRET BODIPY PC-A2 liposome hydrolysis, fluorescence | Q9NZ20;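 active = inhibition above mean plus 3 SD of compounds lying within the high and low control bounds, cut at about 19% in these data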;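 note: 0% = median of test compound wells and 100% = no enzyme DMSO wells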
SMARCA2 act: increases SMARCA2 function in MMTV reporter cells. MG213 cells, MMTV-luciferase reporter, dexamethasone, overnight. activation, % at 9.1 µM. actives 1% (n = 370,000). AID 652017; in the data active = activation above about 7.8%;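 note: 0% = vehicle wells and 100% = reference activator wells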
ssDAF12 agonist: activates DAF-12 receptor from parasite S. stercoralis. HEK293 ssDAF-12/GRIP1 lit1-tk-luc reporter, luminescence; % of 3 µM dafachronic acid response. activation, % at 6.8 µM. actives 1% (n = 370,000). AID 652126;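 active = activation above the mean over all tested compounds plus 3 SD, cut at about 0.9% in these data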;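 note: 0% = DMSO-only wells and 100% = 3 µM delta7-dafachronic acid wells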
GC-A act: GC-A (human) enzyme activation. activation, % at 10 µM. P16066. HEK293 GC-A cells, cGMP TR-FRET, EC30 ANP; 0% at EC30 ANP, 100% saturating ANP. AID 1671463. actives 0.14% (n = 370,000); in the data active = activation above about 40%
* = called active by the depositor; . = not tested or not shown.

SMILES | DAX1 inh-1 | hgDAF12 agonist | GC-B act | FXN GAA850 act | proKLK7 act | DAX1 inh-2 | hcDAF12 agonist | sPLA2-III inh | SMARCA2 act | ssDAF12 agonist | GC-A act
C=CCn1c(CNC(=O)c2cccs2)n[nH]c1=S | 0.7 | 1.4 | 0.6 | -0.5 | 0.3 | 0.4 | -1.4 | 13.4 | -3.0 | -1.2 | -2.6
CC(=O)c1ccccc1NS(=O)(=O)c1cccc2nonc12 | 1.8 | 1.7 | 2.4 | 1.6 | -0.6 | 0.0 | -1.3 | -3.8 | -1.9 | -0.6 | 2.1
Cc1ccc(S(=O)(=O)C(CNC(=O)C(C)C)c2cccs2)cc1 (configuration not stated) | 0.3 | -0.8 | 1.3 | 1.7 | -0.2 | 0.5 | -1.0 | 6.3 | -2.8 | -1.2 | 4.8
Cc1sc(N)c(C(=O)c2ccccc2Cl)c1C | 0.4 | 1.4 | 4.1 | -0.8 | -0.2 | 0.0 | -0.9 | 6.9 | -2.8 | -1.3 | -2.7
COc1ccc(C(=O)NC2CC2)cc1OC1CCN(Cc2ccc(NC(C)=O)cc2)CC1 | -1.1 | 0.2 | 3.1 | 0.9 | -0.3 | 1.6 | 0.5 | 0.0 | -1.5 | -1.4 | 4.0
COc1cccc(Cn2cc(-c3cccc(C(F)(F)F)c3)nn2)c1 | -0.3 | 1.8 | 4.8 | 2.4 | -0.2 | 0.2 | -1.1 | -15.6 | 0.7 | -1.4 | 3.3
C=CCNC(=O)COC(=O)c1oc2ccccc2c1CSC1CCCCC1 | -0.3 | -2.0 | 0.0 | 1.4 | 1.0 | 0.9 | -0.7 | 5.7 | -4.9 | -1.7 | 5.9
CCCCCC[C@@H](CCCc1ccccc1OC)CN(CCCC)S(C)(=O)=O | -0.3 | 1.8 | 7.7 | . | 0.0 | . | -1.3 | -1.5 | 2.4 | -1.6 | 1.6
CN(CCO)c1ccc2c(c1)Oc1ccccc1CN(Cc1cn(Cc3cccc(C(F)(F)F)c3)nn1)S2(=O)=O | -0.9 | -3.5 | 0.4 | . | 0.4 | . | -2.8 | -2.2 | 0.3 | -1.4 | -0.3
O=P(COCCOCCOCCOCP(=O)(c1ccccc1)c1ccccc1)(c1ccccc1)c1ccccc1 | 0.4 | 0.8 | 9.7 | -0.8 | -0.1 | 1.2 | 0.4 | 2.9 | -2.0 | -1.0 | 2.5
CC(Oc1ccc(F)cc1)c1ccnc2nc(/N=C/N(C)C)nn12 (configuration not stated) | -0.6 | -2.7 | 0.6 | 0.9 | 0.5 | 0.3 | -0.6 | -0.1 | 1.3 | -0.7 | 0.9
CNC(=S)N(CCc1ccccc1)Cc1cc2cc(OC)c(OC)cc2[nH]c1=O | -0.8 | 0.9 | -0.9 | 2.0 | -0.3 | -1.5 | -0.3 | 8.5 | -3.5 | -1.0 | 4.9
COc1ccc(OC)c(-c2csc(N3CCC(c4ccccc4)CC3)n2)c1 | 1.5 | 0.7 | 1.1 | 2.3 | -0.1 | 0.3 | 0.2 | -3.0 | 4.4 | -1.6 | -3.7
CC(C)Cn1c(=O)c2ccccc2n2c(CCC(=O)O)nnc12 | -0.3 | -0.1 | 1.8 | 1.6 | 0.4 | -0.6 | -1.4 | 4.5 | -2.4 | -1.1 | 2.2
COc1cc(NC(=O)c2cccs2)ccc1NC(=O)Cc1ccccc1 | -0.2 | 0.8 | -4.4 | 1.7 | 0.4 | 0.5 | -2.7 | -3.9 | 0.6 | -1.2 | 7.4
COc1cccc(-c2csc(N3CCN(Cc4ccccc4)CC3)n2)c1 | -0.6 | 4.5 | 6.0 | 1.5 | 0.8 | 1.3 | -0.4 | 1.3 | -0.1 | -1.5 | -0.8
Cc1cc(OC(=O)c2c(Cl)cccc2Cl)nc(C)n1 | 0.1 | 0.0 | 3.1 | 4.5 | -0.4 | 1.2 | 1.8 | 10.9 | -3.7 | -1.8 | -0.7
Cc1cc(NS(=O)(=O)c2ccc(NC(=O)c3cc(-c4cccnc4)nc4ccc(Cl)cc34)cc2)no1 | -0.7 | -0.4 | 0.0 | 1.7 | -0.5 | -0.6 | 0.3 | -1.3 | -0.6 | -1.0 | -0.1
COc1ccc2oc(C(=O)OCC(=O)N(C)CC(=O)Nc3ccc(C)cc3)c(C)c2c1 | 0.9 | 0.3 | 4.0 | -1.1 | -0.1 | -0.1 | 0.8 | -16.0 | -1.5 | -1.3 | -2.7
COc1cccc(OC)c1C(=O)Nc1ccc2c(c1)Cc1ccccc1-2 | 0.7 | 2.3 | -1.1 | 2.2 | 0.3 | 2.9 | 6.4* | -0.2 | -3.5 | 0.3 | -4.3
CN(C)c1nc(N(C)C)nc(N(C#N)Cc2ccc(Cl)cc2)n1 | -0.1 | -2.0 | 3.6 | -1.1 | 0.1 | 0.9 | -0.3 | -1.0 | 0.2 | -0.6 | -0.4
O=C(NC1CC(=O)N(c2ccc(Cl)cc2)C1)C1CC1 (configuration not stated) | -0.5 | -0.6 | 1.1 | 0.3 | 0.3 | 1.1 | -1.1 | -1.0 | 1.1 | -1.2 | 0.8
Cn1c(=O)[nH]c(=O)c2c1nc(OC(=O)c1ccccc1)n2CC(O)COc1ccc(F)cc1 (configuration not stated) | -0.2 | 4.2 | -0.4 | 3.1 | -0.4 | -0.5 | -0.7 | -6.6 | -1.2 | -2.0 | 3.9
O=C(COC(=O)[C@@H]1CC(O)CN1S(=O)(=O)c1ccc(Cl)cc1)NC(=O)NCc1ccccc1 (some centres not stated) | 0.5 | -0.7 | 7.3 | 1.9 | 0.1 | 1.0 | -1.5 | -7.3 | -2.1 | -1.1 | 0.9
O=C(c1ccco1)N(CCO)Cc1cc2cc3c(cc2[nH]c1=O)OCO3 | -0.2 | -1.2 | -3.4 | 1.2 | 0.4 | 2.1 | -0.8 | 0.1 | -4.3 | -0.8 | 4.0
COc1cc(/C=C2/C(=O)ON=C2C)ccc1OCc1ccccc1F | 2.3 | 9.1 | 37.2* | 3.1 | -1.0 | 1.4 | 2.8 | 0.7 | 1.9 | -0.2 | 51.8*
COCc1cc(Sc2c(Cl)cccc2Cl)nc(-c2ccccc2)n1 | 0.8 | -0.3 | 0.3 | 0.1 | 0.1 | -0.6 | -0.5 | 2.9 | 2.4 | 0.0 | -3.8
O=C(N/N=C/c1cc2c(cc1Cl)OCO2)c1ccc2c(c1)OCCO2 | 0.6 | 4.1 | 0.3 | 1.7 | 0.7 | -1.5 | -0.4 | -1.4 | 1.2 | -0.4 | -0.5
COc1ccc2[nH]cc(CCCN3C(=O)c4ccccc4C3=O)c2c1 | -0.3 | -1.9 | 5.6 | -3.4 | 0.7 | -2.6 | -3.6 | -46.9 | -0.7 | -1.4 | 1.2
CCOc1ccc(NC(=O)CCNC(=O)C2CCN(S(=O)(=O)c3ccccc3)CC2)cc1 | -2.4 | -1.5 | 1.6 | -1.1 | 0.1 | -0.1 | -0.3 | 2.5 | -0.6 | -1.4 | 0.7

Limited to sPLA2-III inh and ssDAF12 agonist, for some of the entries so far:
| Molecule | sPLA2-III inh | ssDAF12 agonist |
| --- | --- | --- |
| Cc1cc(NS(=O)(=O)c2ccc(NC(=O)c3cc(-c4cccnc4)nc4ccc(Cl)cc34)cc2)no1 | -1.3 | -1.0 |
| COCc1cc(Sc2c(Cl)cccc2Cl)nc(-c2ccccc2)n1 | 2.9 | 0.0 |
| CCOc1ccc(NC(=O)CCNC(=O)C2CCN(S(=O)(=O)c3ccccc3)CC2)cc1 | 2.5 | -1.4 |
| O=C(N/N=C/c1cc2c(cc1Cl)OCO2)c1ccc2c(c1)OCCO2 | -1.4 | -0.4 |

(further entries)
SMILES | DAX1 inh-1 | hgDAF12 agonist | GC-B act | FXN GAA850 act | proKLK7 act | DAX1 inh-2 | hcDAF12 agonist | sPLA2-III inh | SMARCA2 act | ssDAF12 agonist | GC-A act
COc1ccc(CCNC(=O)C(=O)NN=C2CCCCCCC2)cc1OC | -0.3 | -0.3 | 0.1 | 2.9 | 1.2 | 0.7 | -1.4 | 9.7 | -4.1 | -1.1 | 4.7
O=C(NCC(=O)N(CC1CCCO1)C(C(=O)NC1CCCCC1)c1cccnc1)c1cccs1 (configuration not stated) | -0.2 | -1.4 | 3.8 | -0.7 | -0.3 | 5.0* | -1.7 | 3.6 | -0.8 | -1.5 | 1.8
COc1ccc(CNC(=O)c2csc(Cc3ccccc3)n2)cc1 | 2.1 | 3.1 | 1.0 | 0.0 | 0.1 | 1.1 | 1.4 | 3.8 | 5.3 | -0.9 | -3.0
O=[N+]([O-])c1nccn1CC(O)CCN1CCOCC1 (configuration not stated) | 1.6 | 1.7 | 2.0 | . | 0.4 | . | 1.3 | 5.2 | -6.8 | -1.2 | 1.3
CCCCN(C(=O)CSc1nn(-c2ccc(F)cc2)c(=S)s1)c1c(N)n(CCCC)c(=O)[nH]c1=O | -0.7 | -2.1 | -0.6 | 1.0 | 0.8 | -0.9 | -0.3 | 2.3 | -2.3 | -1.3 | -3.9
Cc1ccc(C(=O)C2CCN(S(=O)(=O)c3ccccc3C(=O)O)CC2)cc1 | -0.2 | -0.5 | 0.5 | -0.6 | -0.5 | -0.5 | 0.5 | -0.5 | -2.0 | -0.7 | 1.1
CCC1OC(=O)C(C)C(OC2C[C@@](C)(OC)C(O)C(C)O2)C(C)C(O[C@@H]2OC(C)CC(N(C)C)C2O)[C@](C)(O)CC(C)C(=NOCOCCOC)C(C)C(O)[C@]1(C)O (some centres not stated) | -0.1 | 2.4 | 3.3 | 0.9 | 0.1 | 0.8 | -0.5 | 2.0 | -4.5 | -0.3 | 3.7
CN(C(=O)C1CCC(=O)N(Cc2cccc(F)c2)C1)C1CCCCC1 (configuration not stated) | 5.2* | 8.4 | 0.0 | 2.7 | -0.6 | 2.0 | 0.4 | 1.9 | 9.1* | 0.5 | -1.8
O=C(O)CCN(CCC(=O)O)S(=O)(=O)c1ccccc1 | -0.1 | -0.7 | 0.6 | -3.2 | 0.2 | 0.3 | -0.3 | -0.9 | 0.8 | -0.6 | 6.8
CCOC(=O)[C@]12CCC=C1N(Cc1ccc3c(c1)OCO3)C(=O)[C@H](CC(=O)N1CCOCC1)C2 | 0.8 | 1.8 | 0.7 | . | 0.2 | . | -2.2 | -5.4 | -1.0 | -0.8 | -2.5
COc1ccc(CCN2CC(C(=O)NCCN3CCCC3=O)CCC2=O)cc1 (configuration not stated) | 0.6 | 4.9 | -2.6 | -0.2 | -0.2 | 0.7 | -0.2 | -5.0 | -2.1 | -1.1 | 1.0
O=C(OC(C(=O)NCC1CCCO1)c1ccccc1F)c1ccco1 (configuration not stated) | 1.9 | -0.1 | 3.0 | 0.3 | -0.6 | 1.8 | 1.7 | 2.2 | -3.3 | -1.1 | -0.3
